# Source: PubChem BioAssay (National Center for Advancing Translational Sciences (NCATS))
# TDP1 cell noCPT = qHTS for Inhibitors of human tyrosyl-DNA phosphodiesterase 1 (TDP1): qHTS in cells in absence of CPT; DT40 Tdp1-/- hTDP1 cells, no CPT, ATP luminescence, 48 h; Potency, µM (doses to about 46.2 µM), without a hit: top-dose activity change, negative = growth inhibition, hits mostly inhibitors; hit rate 15% among 420,000; AID 686978, 2013; further: nearly all actives have a fitted effect of over 55% in size
#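 Stably hTDP1-transfected Tdp1-null chicken DT40 cells were treated with library compounds minus camptothecin and grown for at least 48 hr at 37 °C, after which cellular ATP was quantified by luminescence.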
# DT40 TDP1 CPT = qHTS for Inhibitors of human tyrosyl-DNA phosphodiesterase 1 (TDP1): qHTS in cells in presence of CPT; chicken DT40 Tdp1-/-;hTDP1 cells + 20 nM CPT, ATP luminescence, 48 h; Potency, µM (highest dose often 46.2 µM), for inactives: top-dose activity change, negative = growth inhibition, usual class: inhibitors; AID 686979, 2013; hit rate 12% among 420,000; further: nearly all actives have a fitted effect of over 55% in size
#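 Chicken DT40 Tdp1-/- cells complemented with human TDP1, 400 cells/well, exposed to compounds plus 20 nM camptothecin for at least 48 h at 37 C; viability read as ATP content by CellTiter-Glo luminescence.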
# TDP1 block = qHTS Assay for Inhibitors of Tyrosyl-DNA Phosphodiesterase (TDP1); Tyrosyl-DNA phosphodiesterase 1 (Homo sapiens), Q9NUW8; recombinant TDP1, AlphaScreen DNA substrate cleavage; Potency, µM (doses to about 130 µM), for the others: at the highest dose activity change, negative = inhibition, usual class: inhibitors; hit rate 0.28% among 350,000; further: nearly all actives have a fitted effect of over 40% in size
# Target sequence (Q9NUW8 whole entry, looked up): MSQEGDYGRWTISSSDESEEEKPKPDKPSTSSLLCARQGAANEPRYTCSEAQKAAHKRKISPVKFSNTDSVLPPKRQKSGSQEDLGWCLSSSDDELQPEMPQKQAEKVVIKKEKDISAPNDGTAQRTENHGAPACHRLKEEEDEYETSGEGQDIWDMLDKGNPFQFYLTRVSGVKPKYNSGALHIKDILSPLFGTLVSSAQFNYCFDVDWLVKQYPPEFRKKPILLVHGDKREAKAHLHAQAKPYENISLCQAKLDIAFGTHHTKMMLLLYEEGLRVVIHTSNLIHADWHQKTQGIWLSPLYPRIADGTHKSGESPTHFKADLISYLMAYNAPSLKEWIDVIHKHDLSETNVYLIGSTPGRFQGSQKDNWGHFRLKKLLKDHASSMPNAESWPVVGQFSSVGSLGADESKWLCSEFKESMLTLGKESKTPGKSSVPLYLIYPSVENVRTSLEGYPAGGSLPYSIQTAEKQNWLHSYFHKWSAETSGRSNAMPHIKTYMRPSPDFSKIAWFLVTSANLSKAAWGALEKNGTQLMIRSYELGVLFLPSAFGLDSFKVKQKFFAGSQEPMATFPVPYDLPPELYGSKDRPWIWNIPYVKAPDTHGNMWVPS
#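 Here, a 5' biotin and 3' phosphotyrosine-FITC DNA oligonucleotide reports Tdp1 activity: intact substrate bridges AlphaScreen beads, while cleavage leaves a 3' phosphate and drops signal. All incubations at room temperature.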
# Starred values were filed as active, the others as inactive; ? = inconclusive; nt = no result given; & = joins results of further samples; [ ] = another dose, or the depositor's remark. The call rests on the fitted dose curve; in most records, active means well fitted curve in the direction sought with a large enough effect; inconclusive means small, poorly fitted or top-dose-only effect, or another doubt; inactive means no such curve, though single readings can be large; an effect the other way counts as inactive or inconclusive. On the % scale 0 is the no-effect control and ±100 the full control effect; potency means the concentration at half of the fitted maximal effect. The list is partial; the hit share may differ from the screen's.
Molecule | TDP1 cell noCPT | DT40 TDP1 CPT | TDP1 block
Cc1ccc(S(=O)(=O)Nc2ccc3c(c2)CC(=O)N([C@H](C)CO)C[C@@H](C)[C@H](CN(C)S(=O)(=O)c2ccccc2)O3)cc1 | -23% | ? | 0%
CC(=O)[O][Hg][c]1ccccc1 | 0.16µM* | 0.16µM* | 32µM*
CN[C@@H](C)Cc1ccccc1 | -11%[92.5 µM] | -3%[92.5 µM] | nt
CCOC(=O)c1[nH]c2ccc(OC)cc2c1C(SCC(=O)O)c1ccc(C(F)(F)F)cc1 (configuration not stated) | 4% | 18% | nt
O=C(CN1C(=O)CN=C(c2ccccc2)c2ccccc21)Nc1cccc(C(F)(F)F)c1 | ? | ? | 2%
O=c1c2ccccc2nc(/C=C\c2ccccc2F)n1-c1ccc(O)cc1 | ? | ? | 8%
O=C1NC(=S)NC(=O)C1=Cc1ccc(OCc2ccccc2)cc1 | ? | ? | nt
Clc1cccc(C2NCCc3[nH]cnc32)c1 (configuration not stated) | -4% | -1% | 0%
COC1=C(C)C(=O)C2=C(C1=O)C(CO)N1C(C#N)C3CC4C(C1C2N1CCOC41)N3C (configuration not stated) | 0.15µM* | 0.052µM* | nt
COc1c(/C=C2/C(=O)NC(=O)N(C)C2=O)c(CCN(C)C(=O)c2ccccc2)cc2c1OCO2 | -15% | 0% | nt
Cc1ccc(C2=NC(C)(C)N3C2C3c2ccc([N+](=O)[O-])cc2)cc1 (configuration not stated) | 21µM* | ? | -1%
COC(=O)C1=C(c2ccc(F)cc2OCc2ccccc2)C[C@@H]2CC[C@H]1N2C(=O)NCc1ccco1 | ? | ? | 3%
Cc1ccc(C(=O)Nc2cnn(-c3ccc(C(=O)N(C)Cc4n[nH]c5c4CCCC5)cc3)c2)c(C)c1 | ? | 15%[9.04 µM] | nt
Oc1ccc(Cl)c(Cl)c1 | -25% | -18% | 0%&4%
C[C@H](CO)N1C[C@H](C)[C@@H](CN(C)C(=O)NC2CCCCC2)Oc2c(NC(=O)Nc3ccc4c(c3)OCO4)cccc2C1=O | ? | ? | 0%
O=P(Nc1ccccc1)(Nc1ccccc1)Oc1ccc(Cl)cc1 | -17% | -37% | 2%
CN1CC(C(=O)c2ccc(Cl)cc2)C(c2ccccc2F)C1 (configuration not stated) | -20% | -8% | 8%
CCOc1ccc(S(=O)(=O)Nc2cccc(C(=O)N3CCN(c4ccccn4)CC3)c2)cc1 | 16µM* | 13µM* | nt
N#Cc1cc(NC(=O)c2ccc(Cl)cc2)ccc1Sc1ccccc1 | 16µM* | 21µM* | nt
CCCCn1c(=O)c(C(=O)NCc2ccccc2OC)c(O)c2ccccc21 | ? | ? | nt
O=C(CN1CCCCC1)Nc1ccc(Br)cc1C(=O)c1ccccc1Cl | -18% | -26% | 1%
CO[C@@H]1C[C@@H](C[C@H]2CC[C@H](C)[C@@H]([C@@H](C)C(=O)O)O2)O[C@]2(O[C@](C)([C@H]3CC[C@@](C)(C4OC([C@H]5O[C@@](O)(CO)[C@H](C)C[C@@H]5C)C[C@@H]4C)O3)C[C@H]2C)[C@@H]1C (some centres not stated) | 0.59µM* | 0.59µM* | 4%
CCCCC(=O)Nc1c(C(=O)N2CCN(c3ccccc3F)CC2)oc2ccccc12 | 9.2µM* | 15µM* | 11%
CN1C(=O)C(=Cc2cc([N+](=O)[O-])ccc2N2CCCCC2)C(=O)N(C)C1=O | 5% | 32%[activator] | 2%
Cc1ccc(-n2nc3c(=O)n(CC(=O)NCC(C)c4ccccc4)nc(C)c3c2C)cc1 (configuration not stated) | ? | 21µM* | 6%
Cc1ccccc1C(=O)Oc1cccc(Nc2ncnc3ccccc23)c1 | 13µM* | 16µM* | nt
Cc1ccc(CC(=O)N2CCN(C)CC2)cc1 | 16% | 1% | 3%
CC(C)[C@H](N)C(=O)OCCOCn1cnc2c(=O)[nH]c(N)nc21 | 2.9µM* | 1.8µM* | 6%
CC1(C)CCCN1CCC(C(N)=O)(c1ccccc1)c1ccccc1 | -10% | -8% | nt
CC(=O)Nc1ccc(C(=O)C(Cc2ccccc2)N(C)C)cc1 (configuration not stated) | ? | -15% | nt
CCc1ccc(CNC(=O)C2CCN(C(=O)c3ccc(-n4c(C)cc5ccccc54)s3)CC2)cc1 | 18µM* | 10µM* | -5%
O=C1CN=C(c2ccccc2F)c2cc(Cl)ccc2N1 | -2% | -21% | 11%
CCc1cccc(CC)c1NC(=S)N1CC2CC(C1)c1cccc(=O)n1C2 (configuration not stated) | -7% | -1% | 3%
Nc1c(C(=O)NCc2ccco2)c2nc3ccccc3nc2n1CCN1CCCCC1 | 23µM* | 23µM* | 4%
Cc1ccc(S(=O)(=O)NP(=O)(Oc2ccccc2)Oc2ccccc2)cc1 | -2% | 16% | 0%
O=C1NC(=O)N(c2ccc3c(c2)OCO3)C(=O)/C1=C/c1cccs1 | ? | ? | -3%
CCNC(=O)C1OC(n2cnc3c(N)ncnc32)C(O)C1O (configuration not stated) | -5% | 6% | nt
O=P(CN1CCN(c2ccccc2)CC1)(N1CCCCC1)N1CCCCC1 | ? | ? | 8%
O=C1C2CCN(CC2)C1(CO)CO | 4.6µM* | 2.7µM* | -1%&11%&6%&8%
CCc1nn(CC(=O)N2CCC3(CC2)OCCO3)c(=O)c2cccn12 | -12% | 11% | 1%
CCOc1ccccc1N(CC(=O)NCCc1ccc(OC)cc1)S(=O)(=O)c1ccc(C)cc1 | 8.2µM* | 10µM* | nt
CC(C)NC(=O)N1CC[C@@]2(CCCNC2)C1 | 0% | 0% | nt
CCOc1cc(C=C2C(=O)NC(=S)NC2=O)ccc1O | -21% | -29% | nt
COc1ccccc1NC(=O)COC(=O)c1cn(C)c2ccccc12 | ? | ? | 0%
Cc1ccc(CNCc2c(C(=O)O)n(Cc3ccccc3C)c3cc(C)ccc23)cc1 | 7.3µM* | ? | 6%
COc1ccc(/C=C2\C(=O)NC(=S)N(C)C2=O)cc1C | -2% | 2% | nt
C[C@@H]1[C@H](O)[C@@H](C)/C=C/C=C/CC/C=C/C=C/C=C/C=C/[C@H](O[C@H]2O[C@@H](C)[C@H](O)[C@@H](N)[C@H]2O)CC2O[C@](O)(C[C@@H](O)[C@H](O)CC[C@@H](O)C[C@@H](O)C[C@@H](O)CC(=O)O[C@H]1C)C[C@H](O)[C@H]2C(=O)O | -24% | -8% | nt
CCOC(=O)c1cccc(C2=C(CNC(=O)c3ocnc3C)[C@H]3CC[C@@H](C2)N3Cc2ccccc2)c1 | ? | -8% | nt
C[C@H](CO)N1C[C@H](C)[C@@H](CN(C)Cc2ccccc2)Oc2c(NC(=O)c3ccncc3)cccc2C1=O | 23µM* | ? | 6%
COc1ccc(C(C)=O)cc1Cc1c(O)[nH]c(=S)[nH]c1=O | 2% | -8% | nt

# Among those listed so far, two have a cyano group.
Molecule | TDP1 cell noCPT | DT40 TDP1 CPT | TDP1 block
COC1=C(C)C(=O)C2=C(C1=O)C(CO)N1C(C#N)C3CC4C(C1C2N1CCOC41)N3C (configuration not stated) | 0.15µM* | 0.052µM* | nt
N#Cc1cc(NC(=O)c2ccc(Cl)cc2)ccc1Sc1ccccc1 | 16µM* | 21µM* | nt

# (listing goes on)
Molecule | TDP1 cell noCPT | DT40 TDP1 CPT | TDP1 block
CN(C(=O)CSc1nc2ccc(NC(=O)COc3ccc(Cl)cc3)cc2s1)c1ccccc1 | 10µM* | 13µM* | -3%
c1cncc(C2CC(c3cccs3)n3ncnc3N2)c1 (configuration not stated) | -1% | -21% | 1%
COc1ccccc1C1C([N+](=O)[O-])=C(N)Oc2c1c(=O)oc1ccccc21 (configuration not stated) | 0% | 23% | 6%
CC1CC(OP(O)(=S)c2ccc(N(C)C)cc2NC(=O)c2cccs2)CC(C)(C)C1 (configuration not stated) | ? | ? | 7%
O=P(/C(=N/O)N1CCCCC1)(N1CCOCC1)N1CCOCC1 | -5% | -10% | 3%
CN1c2ccc([N+](=O)[O-])cc2CC2(C(=O)NC(=O)N(c3ccc(Br)cc3)C2=O)C1c1ccccc1 (configuration not stated) | 18µM* | 18µM* | 7%
COC(=O)C1=C(c2ccc(-c3ccccc3)c(F)c2)C[C@@H]2CC[C@H]1N2C(=O)N1CCOCC1 | 1.3µM* | 1.2µM* | 4%
O=C(Nc1cccc(C(F)(F)F)c1)C1CCCN1S(=O)(=O)c1cccc2nsnc12 (configuration not stated) | ? | 18µM* | 7%
COCc1ccc(CN2CCCC(C(=O)c3sccc3C)C2)o1 (configuration not stated) | ? | ? | -6%
Cc1cc(OCC(=O)N2CCCN(C)CC2)ccc1Cl | 0% | -2% | 1%
CC(C)COP(=O)(OCC(C)C)C(Nc1ccccc1)c1ccccc1 (configuration not stated) | ? | ? | 1%
O=C(CSc1ccc(-c2ccco2)nn1)Nc1ccccc1 | ? | -3% | 3%
CC(C)(C)C(=O)N1Cc2cc(N3CCCCC3)ccc2-n2nncc2C1 | ? | ? | nt
O=c1[nH]c2ccccc2c(=O)n1-c1ccc(Cl)cc1Cl | 18µM* | 16µM* | -4%
O=c1c2ccccc2nc(-c2cccs2)n1-c1ccccc1 | 23µM* | ? | 0%
O=C1CCCCC1CN1CCCCC1 (configuration not stated) | -30% | ? | 4%
CCCCCn1c(=O)c(C(=O)Nc2nc(CC(=O)OCC)cs2)c(O)c2ccccc21 | 4.6µM* | 4.1µM* | 3%
CC1(CCCc2ccc(N(CCCl)CCCl)cc2)NC(=O)NC1=O (configuration not stated) | 0.52µM* | 0.41µM* | nt
c1ccc(CC(NCc2ccco2)c2ccccc2)cc1 (configuration not stated) | ? | -7% | 10%
Cc1ccc(-c2nc3ccccc3c(=O)n2-c2cc(C)ccn2)cc1 | -21% | ? | 5%
Cc1ccc(NC(=O)N(Cc2ccc3c(c2)OCO3)C2CCN(Cc3ccccc3)CC2)cc1Cl | 15µM* | 4.6µM* | 10%
CC(C)c1cccc(C(C)C)c1OC(=O)NC(=O)c1c(F)cccc1F | -25% | ? | 1%
CC1([N+](=O)[O-])COP(=O)(Nc2ccc(Cl)cc2)OC1 (configuration not stated) | ? | ? | nt
CCC12CN3CC(CC)(CN(C1)C3c1c(C)[nH]c(=O)[nH]c1=O)C2=O (configuration not stated) | -8% | -8% | 7%
O=C(O)c1ccccc1N=Nc1c(O)[nH]c(=O)[nH]c1=O | 18% | -5% | -10%
Cc1ccc(N2CCN(C(=O)c3cn(CC4CCCCC4)nn3)C(C)C2)cc1 (configuration not stated) | ? | 18µM* | nt
O=C(CN1CC(c2ccccc2)CC1=O)NCc1ccc(F)cc1 (configuration not stated) | 4% | -21% | -1%
CCCC1=Nc2cc(C(=O)NCCc3ccc(OC)cc3OC)ccc2Sc2ccccc21 | ? | 18µM* | 2%
COc1ccc(CCNC(=O)c2cnc3sc(N4CCCCCC4)nn3c2=O)cc1 | 9.2µM* | 21µM* | -3%
COc1ccc(Cl)cc1C(=O)Nc1ccc([N+](=O)[O-])cc1Cl | -11% | ? | 2%
CCOC(=O)C1(CCOc2ccccc2)CCN(C(C)CSC)CC1 (configuration not stated) | ? | ? | nt
CCCN(CCC)C(=O)C(CCC(=O)OCCCN1CCN(CCOC(=O)Cc2c(C)n(C(=O)c3ccc(Cl)cc3)c3ccc(OC)cc23)CC1)NC(=O)c1ccccc1 (configuration not stated) | 11µM* | 13µM* | nt
c1cncc(C2CCCN2)c1 (configuration not stated) | 2% | 12% | 12%
O=C1C2C3CCC(O3)C2C(=O)N1CCO (configuration not stated) | 8% | 15% | nt
c1ccc(-c2nnc(SCc3nc4ccccc4[nH]3)o2)cc1 | ? | ? | 2%
O=C(NC1CCCCC1)N1Cc2cc(N3CCCCC3)ccc2-n2nncc2C1 | ? | ? | nt
COC(=O)C1=C(c2ccc(OC(F)(F)F)cc2)C[C@@H]2CC[C@H]1N2C(=O)N1CCCC1 | 1.8µM* | 1.8µM* | 1%
COC(=O)c1ccc(N2C(=O)CC(N3CCC(n4c(=O)[nH]c5ccccc54)CC3)C2=O)cc1 (configuration not stated) | -25% | ? | 9%
CCn1cc(C(=O)NCCc2ccc(OC)c(OC)c2)c(=O)c2cc(S(=O)(=O)N(C)C3CCCCC3)ccc21 | ? | ? | 2%

# In the list so far, these have bromine:
Molecule | TDP1 cell noCPT | DT40 TDP1 CPT | TDP1 block
O=C(CN1CCCCC1)Nc1ccc(Br)cc1C(=O)c1ccccc1Cl | -18% | -26% | 1%
CN1c2ccc([N+](=O)[O-])cc2CC2(C(=O)NC(=O)N(c3ccc(Br)cc3)C2=O)C1c1ccccc1 (configuration not stated) | 18µM* | 18µM* | 7%
